SRC1 TRFRET art = counter-screen for PPARgamma SRC-1 recruitment agonists: TR-FRET artefact; TR-FRET detection artefact counter-screen, emission ratio; hits give high values; TR-FRET ratio at 8 µM; 99,000 tested, 0.34% active; in the data active means TR-FRET ratio above about 2300; further: inactives centre near 1800; reference of the scale not given here
SRC3 TRFRET art = counter-screen for PPARgamma SRC-3 recruitment agonists: TR-FRET artefact. PPARgamma/SRC-3 format; hits give high values. TR-FRET ratio at 8 µM. 99,000 tested, 0.39% active. AID 1048; in the data active means TR-FRET ratio above about 2000; further: inactives centre near 1600; reference of the scale not given here
* hit, by the source's call. These rows are one share of the data; rates above refer to the full screens.

SMILES | SRC1 TRFRET art | SRC3 TRFRET art
COc1ccc(NC(=O)CC2C(=O)N(C)C(=S)N2CCc2ccccc2)cc1 (stereo not drawn) | 1949 | 1542
NC(=O)N/N=C/c1ccc(N2CCOCC2)s1 | 2099 | 1759
C=C1CC2C3CC[C@@]4(OCOC45COCO5)[C@@]3(C)C(O)CC2[C@@]2(C)CCC(=O)C=C12 (stereo partly drawn) | 1718 | 1568
O=S(=O)(NCCn1cccc1)c1ccc2ccccc2c1 | 1607 | 1600
O=c1cc(-c2ccc([N+](=O)[O-])cc2)c2cc3c(cc2[nH]1)OCCO3 | 1818 | 1513
CCOC(=O)Cc1csc(NC(=O)C(NC(=O)C2CCCCC2)C(C)C)n1 (stereo not drawn) | 1816 | 1476
Cc1c(NS(=O)(=O)c2ccc3c(c2)Cc2ccccc2-3)c(=O)n(-c2ccccc2)n1C | 1779 | 1714
O=C(N/N=C/c1cccnc1)c1ccccc1OCc1cccc(Br)c1 | 1537 | 1562
CC(C)Oc1ccccc1/C=N/NC(=O)c1ccc(F)cc1 | 1594 | 1300
O=C(CCCN1C(=O)c2ccccc2C1=O)Nc1nnc(C2CC2)s1 | 1690 | 1645
COc1ccc(/C=C/C(=O)OCC(=O)NCC2CCCO2)cc1 (stereo not drawn) | 1919 | 1588
NC(=S)NN=C1C2CC3CC(C2)CC1C3 | 1649 | 1621
Cc1ccccc1-c1nsc(SCC(=O)NCc2ccc3c(c2)OCO3)n1 | 1834 | 1508
CCOC(=O)c1c(NC(=S)NC)sc2c1CC(C)(C)SC2 | 1725 | 1738
Cc1c(C(=O)N/N=C/c2ccc(N(C)C)cc2)[nH]c2ccc(Cl)cc12 | 1723 | 1723
Cc1ccc2c(C)cc[n+](CCCS(=O)(=O)[O-])c2c1 | 1581 | 1779
O=C1/C(=C\c2ccco2)NC(=S)N1c1ccccc1 | 1910 | 1626
Cc1cc([N+](=O)[O-])nn1CCCC(=O)NC1CCCCC1 | 1854 | 1573
CS(=O)(=O)N(Cc1ccccc1)c1ccc(C(=O)NCCSc2ccccn2)cc1 | 1536 | 1561
N#CCn1c(CCl)nc2ccccc2c1=O | 1865 | 1498
CS(=O)(=O)Nc1ccc(C(=O)Nc2ccc(S(=O)(=O)N3CCCC3)cc2)cc1 | 2042 | 1616
CCOC(=O)c1ccc(NC(=O)CSc2nnc(NC(=O)c3ccc(S(=O)(=O)N4CCOCC4)cc3)s2)cc1 | 1627 | 1628
Fc1ccc(Oc2cnns2)cc1 | 1829 | 1501
COc1ccccc1CN1C(=O)C(=O)N(Cc2cccc(C)c2)C1=O | 1446 | 1426
CCOC(=O)C1(O)CC(C)=NN1C(=O)c1cccc(Br)c1 (stereo not drawn) | 1925 | 1751

Continued; the last 4 above are carried over.
SMILES | SRC1 TRFRET art | SRC3 TRFRET art
CCOC(=O)c1ccc(NC(=O)CSc2nnc(NC(=O)c3ccc(S(=O)(=O)N4CCOCC4)cc3)s2)cc1 | 1627 | 1628
Fc1ccc(Oc2cnns2)cc1 | 1829 | 1501
COc1ccccc1CN1C(=O)C(=O)N(Cc2cccc(C)c2)C1=O | 1446 | 1426
CCOC(=O)C1(O)CC(C)=NN1C(=O)c1cccc(Br)c1 (stereo not drawn) | 1925 | 1751
Nc1nc(CN2CCN(Cc3ccccc3)CC2)nc(N2CCCc3ccccc32)n1 | 1610 | 1531
COc1ccc(N2C(=O)C(F)(F)C2c2ccccc2F)cc1 (stereo not drawn) | 1772 | 1583
CN(C)CCCNC(=O)C(=O)NCC1CCCO1 (stereo not drawn) | 1797 | 1572
CC1Cc2ccccc2N1S(=O)(=O)c1c(N)n(C)c(=O)n(C)c1=O (stereo not drawn) | 1978 | 1560
O=C(N/N=C/c1cccs1)c1cccc(NC(=O)c2ccc(Cl)cc2)c1 | 2048 | 1517
COc1ccc(/C=N/N=C2/NC(=O)C(CC(=O)O)S2)cc1OS(=O)(=O)c1ccccc1 (stereo not drawn) | 1716 | 1507
Cc1ccc(C(=O)NCCCNc2ccc(C(F)(F)F)cc2[N+](=O)[O-])cc1 | 1860 | 1634
O=C(COC(=O)c1cc(Br)ccc1O)Nc1cc(S(=O)(=O)N2CCCC2)ccc1Cl | 2170 | 2102*
Cc1c(C(=O)Nc2ccc(-c3nnc4n3CCCCC4)cc2)oc2ccc(Br)cc12 | 1813 | 1865
O=C(CCCC(=O)OCC(Cl)=C(Cl)Cl)Nc1ccccc1F | 1643 | 1714
CCOc1ccc(C(=O)Nc2cccc3nsnc23)cc1[N+](=O)[O-] | 1733 | 1470
COC(=O)CN1C(=O)Nc2ccc(C)cc2C1c1ccccc1 (stereo not drawn) | 1723 | 1427
COCCNC(=O)C1=NOC(Cn2cc(C#N)c(=O)n(C)c2=O)C1 (stereo not drawn) | 1849 | 1654
CC(C)Oc1ccc(C2C(C(=O)c3ccco3)=C(O)C(=O)N2Cc2cccnc2)cc1 (stereo not drawn) | 1974 | 1784
Cc1[nH]c2ccccc2c1C(=O)/C=C\c1ccccc1Cl | 1613 | 1302
CC(=O)c1ccc(N2CCC(C)CC2)c(F)c1 | 1619 | 1678
Cn1[nH]c(C(F)(F)F)cc1=O | 1831 | 1660
N#Cc1ccc(-c2ccc(OCC(=O)NCC(=O)Nc3ccc(F)c(F)c3F)cc2)cc1 | 2024 | 1743
Cc1cc(=O)oc2cc(OCC(=O)OCC(=O)NCCc3ccccc3)ccc12 | 1853 | 1498
CCN1C(=O)CC(c2ccco2)Sc2ccccc21 (stereo not drawn) | 1620 | 1404
Cc1nc(SCC(=O)O)c(C#N)c(C)c1CC(=O)c1ccccc1 | 1652 | 1430
COc1cc(OC)c(C(=O)N2CCCC2)cc1OC | 1813 | 1482
C=CCNC(=S)NNC(=O)c1cc(C)nc2ccccc12 | 2109 | 1624
COc1cc(SC)ccc1C(=O)Nc1ncc(Cl)cc1Cl | 1935 | 1534
c1ccc(CSc2ccc(-c3cccs3)nn2)cc1 | 2156 | 1768
Other entries:
SMILES | SRC1 TRFRET art | SRC3 TRFRET art
Cc1cccc(-n2nc([N+](=O)[O-])c(N3CCN(C(=O)c4ccco4)CC3)[n+]2[O-])c1 | 1882 | 1471
CC(=O)/C(=N/Nc1ccccc1)Sc1nnc(C(O)c2ccccc2)n1-c1ccccc1 (stereo not drawn) | 1502 | 1477
CC1CC(C)CN(C(=O)CCc2ccccc2)C1 (stereo not drawn) | 1798 | 1514
CCCC1NC(=S)NC(C)=C1C(C)=O (stereo not drawn) | 1909 | 1675
CC1CCCC(C)N1C(=O)Cn1cc(C#N)c2ccccc21 (stereo not drawn) | 2004 | 1662
Cc1nc(N2CCC(C)CC2)c2c(C)c(C(=O)Nc3cc(F)ccc3C)sc2n1 | 2401* | 2361*
CC(Sc1nc2c([nH]c3ccccc32)c(=O)n1C)c1ccccc1 (stereo not drawn) | 1843 | 1657
CCOc1ccc(NC(=O)Cn2cncc2-c2ccc([N+](=O)[O-])cc2)cc1 | 1869 | 2050
CCN(CC)CCN(CC(=O)N(C1CCCCC1)C1CCCCC1)C(=O)c1ccco1 | 1761 | 1712
CCN(CC(=O)NCc1ccc(F)cc1)C(=O)COc1ccc2ccccc2c1 | 1774 | 1747
CCCCC(NC(C)=O)c1nc2ccccc2n1CCCC (stereo not drawn) | 1511 | 1599
CCCOc1ccc(C(=O)O/N=C(\CC)c2ccc(C)cc2)cc1 | 1853 | 1625
CCc1ccc(NC(=S)NC2CC3CCCC(C2)N3Cc2ccccc2)cc1 (stereo not drawn) | 1704 | 1683
O=C(C1CCN(C2CCN(Cc3cccc4c3OCO4)CC2)CC1)N1CCOCC1 | 1438 | 1420
O=C(NC(=S)Nc1ccc(C(F)(F)F)cc1)c1csnn1 | 1547 | 1449
O=C(CSc1nc(-c2ccc(F)cc2)nc2c1Cc1ccccc1O2)Nc1cccc(C(=O)O)c1 | 1794 | 1367
O=C1Oc2ccccc2C(=O)/C1=C\N1CCN(c2ccccc2)CC1 | 1818 | 1394
Cc1cc(NC(=O)CCl)n(-c2nc3ccccc3s2)n1 | 1772 | 1486
COc1c(O)ccc(C2NC(=O)NC(C)=C2C(=O)Nc2ccccc2C)c1[N+](=O)[O-] (stereo not drawn) | 1829 | 1740
CCC(CC)c1nnc(NC(=O)Cc2ccccc2[N+](=O)[O-])s1 | 2191 | 1797
CC(=O)Nc1ccc(S(=O)(=O)N(C)CC(=O)N/N=C/c2cccc(O)c2)cc1 | 1843 | 1570
Cc1ccccc1N(CC(=O)Nc1ccc(S(=O)(=O)N2CCOCC2)cc1)S(C)(=O)=O | 1675 | 1627
O=C(O)CNC(=S)N(Cc1cccs1)C1CCCCC1 | 1894 | 1666
O=C(N/N=C/c1ccccc1OC(F)F)C1=COCCO1 | 1744 | 1603
O=c1cc(CN2CCN(c3ccccn3)CC2)nc2sccn12 | 1844 | 1542
Additional records.
SMILES | SRC1 TRFRET art | SRC3 TRFRET art
S=C1NC2=C(CCCC2=C2SCCS2)C(c2ccccc2)N1 (stereo not drawn) | 1883 | 1448
Cc1ccc(C)c(OCCSc2nnc(C)c(=O)[nH]2)c1 | 1827 | 1612
CCn1c(C)c(C(C)=O)cc(C#N)c1=O | 2282 | 1772
Cn1nc([N+](=O)[O-])nc1Sc1cccc2cccnc12 | 1710 | 1512
Cc1cccc(NS(=O)(=O)c2ccc3nc(-c4ccccc4)[nH]c3c2)c1C | 1816 | 1592
O=C(NCc1ccccn1)C1CCN(C(=O)c2cc3sccc3n2Cc2ccc(F)cc2)CC1 | 1940 | 1648
COc1ccc2[nH]c(C)c(CN3CCC(C)CC3)c(=O)c2c1 | 1933 | 1537
CCc1nnc(NC(=O)CSc2nc3c(c(=O)n2CC)SC(C)C3)s1 (stereo not drawn) | 1576 | 1708
Cc1ccc2cccc(N=Cc3c(C)[nH]n(-c4ccccc4)c3=O)c2n1 | 1843 | 1702
O=C(Nc1nc2cc3c(cc2s1)OCCO3)c1cccc(N2C(=O)CCC2=O)c1 | 1775 | 1480
COC1=C/C(=C/c2c(N)n3nc(-c4ccc(C)cc4)sc3nc2=O)C=CC1=O | 1733 | 1666
Cc1ccsc1CN1CC(=O)N(c2c(C)cccc2C)C1=S | 1685 | 1411
CCN(CC)c1ccc(NS(=O)(=O)c2ccc(OC)cc2)cc1 | 1957 | 1510
COc1ccc2cc(/C=N/O)c(Cl)nc2c1 | 1821 | 1655
COc1ccccc1NS(=O)(=O)c1ccc(Cl)c(NC(=O)c2sc3cc(Cl)ccc3c2Cl)c1 | 1761 | 1524
O=C(Nc1cccc(C(F)(F)F)c1)c1ccccc1NC(=O)C1CCCCC1 | 1786 | 1735
CCCNC(=O)NC(=O)CSc1nc(C)cs1 | 1663 | 1614
O=C1CSC(c2cccnc2)N1c1ccc(Cl)cc1 (stereo not drawn) | 1648 | 1639
CCOC(=O)N1CCC(N2CCCC(C(=O)c3cc(C)c(OC)c(C)c3)C2)CC1 (stereo not drawn) | 1855 | 1721
CCOc1cc(C(=O)Nc2ccccc2F)cc(Br)c1OCC | 1913 | 1714
O=[N+]([O-])c1cc(Cl)ccc1Oc1ccc(-c2nnco2)cc1 | 1757 | 1828
CCN1CCC(NC(=O)Nc2ccccc2C(=O)OC)CC1 | 1918 | 1834
Cc1cc(C)n(-c2ncc(C#N)cn2)n1 | 1672 | 1592
Cc1ccc(S(=O)(=O)N2CCCC(CCC(=O)NCc3ccccc3F)C2)s1 (stereo not drawn) | 1697 | 1524
CS(=O)(=O)c1ccc(C(=O)NCc2ccc(F)cc2)cc1 | 2063 | 1587

Three entries from above, arranged by molecular weight, high to low.
SMILES | SRC1 TRFRET art | SRC3 TRFRET art
CCN(CC)c1ccc(NS(=O)(=O)c2ccc(OC)cc2)cc1 | 1957 | 1510
COc1ccc2cc(/C=N/O)c(Cl)nc2c1 | 1821 | 1655
Cc1cc(C)n(-c2ncc(C#N)cn2)n1 | 1672 | 1592

Additional records.
SMILES | SRC1 TRFRET art | SRC3 TRFRET art
CCCCNS(=O)(=O)c1ccc2nc(SCC(=O)Nc3cccc(F)c3)[nH]c2c1 | 1723 | 1705
CN(C)c1ccc(/C=C(/C(=O)c2ccc(Cl)cc2Cl)n2cncn2)cc1 | 1773 | 1709
O=C(N/N=C/c1ccc2c(c1)OCO2)c1ccc(NS(=O)(=O)c2cccs2)cc1 | 1693 | 1585
COc1ccc(C)cc1NC(=O)C(OC(=O)CNC(=O)c1ccc(Br)cc1)c1ccccc1 (stereo not drawn) | 1652 | 1538
Cc1ccc(C)c(-n2cc(CN3CCNC(=O)CC3)c(-c3ccccc3)n2)c1 | 1636 | 1701
O=C(CNC1CCCCC1)NN=C(c1ccccc1)c1ccccc1 | 1849 | 1525
O=C(O)CCCC(=O)Nc1ccc(OCc2nc3ccccc3s2)cc1 | 1590 | 1640
COc1ccc(F)cc1C(=O)C1CCCN(C(=O)c2ocnc2C)C1 (stereo not drawn) | 1675 | 1577
CCCCOC(=O)Nc1ccccc1C(=O)N1CCCC1 | 2073 | 1713
COC(=O)C1C(=O)c2c([nH]c(C(=O)OC3CCCCC3)c2C)CC1C (stereo not drawn) | 1929 | 1650
CCN(CC)C(=O)CSC1=C(C#N)C(c2ccco2)C(C(=O)OCCOC)=C(C)N1 (stereo not drawn) | 1847 | 1495
Cc1ccc(Cl)cc1-c1ccc(/C=N/n2cnnc2)o1 | 2118 | 1572

Record cards, as listed above. Order of screens: SRC1 TRFRET art, SRC3 TRFRET art
Cc1ccc(C)c(-n2cc(CN3CCNC(=O)CC3)c(-c3ccccc3)n2)c1 is entered as 1636, 1701
O=C(O)CCCC(=O)Nc1ccc(OCc2nc3ccccc3s2)cc1 is entered as 1590, 1640
CCN(CC)C(=O)CSC1=C(C#N)C(c2ccco2)C(C(=O)OCCOC)=C(C)N1 (stereo not drawn) is entered as 1847, 1495
COc1ccc(F)cc1C(=O)C1CCCN(C(=O)c2ocnc2C)C1 (stereo not drawn) is entered as 1675, 1577
CCCCOC(=O)Nc1ccccc1C(=O)N1CCCC1 is entered as 2073, 1713

Screening data from PubChem.
